EPAC1 antag – qHTS for Antagonist of cAMP-regulated guanine nucleotide exchange factor 3 (EPAC1): primary screen. Rap guanine nucleotide exchange factor 3 (Homo sapiens), O95398. EPAC1 GEF assay, Rap1b-BODIPY-GDP exchange fluorescence. Potency, µM (series often up to 115 µM), for the others: at the highest dose activity change, negative = inhibition, usual class: inhibitors. 360,000 tested, 0.14% active. AID 720709, 2013;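 note: potency is the fitted concentration of half-maximal effect; plate controls were vehicle for no effect and positive control for full effect; nearly all actives have a fitted effect of over 50% in size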
Target sequence (O95398 whole entry, looked up): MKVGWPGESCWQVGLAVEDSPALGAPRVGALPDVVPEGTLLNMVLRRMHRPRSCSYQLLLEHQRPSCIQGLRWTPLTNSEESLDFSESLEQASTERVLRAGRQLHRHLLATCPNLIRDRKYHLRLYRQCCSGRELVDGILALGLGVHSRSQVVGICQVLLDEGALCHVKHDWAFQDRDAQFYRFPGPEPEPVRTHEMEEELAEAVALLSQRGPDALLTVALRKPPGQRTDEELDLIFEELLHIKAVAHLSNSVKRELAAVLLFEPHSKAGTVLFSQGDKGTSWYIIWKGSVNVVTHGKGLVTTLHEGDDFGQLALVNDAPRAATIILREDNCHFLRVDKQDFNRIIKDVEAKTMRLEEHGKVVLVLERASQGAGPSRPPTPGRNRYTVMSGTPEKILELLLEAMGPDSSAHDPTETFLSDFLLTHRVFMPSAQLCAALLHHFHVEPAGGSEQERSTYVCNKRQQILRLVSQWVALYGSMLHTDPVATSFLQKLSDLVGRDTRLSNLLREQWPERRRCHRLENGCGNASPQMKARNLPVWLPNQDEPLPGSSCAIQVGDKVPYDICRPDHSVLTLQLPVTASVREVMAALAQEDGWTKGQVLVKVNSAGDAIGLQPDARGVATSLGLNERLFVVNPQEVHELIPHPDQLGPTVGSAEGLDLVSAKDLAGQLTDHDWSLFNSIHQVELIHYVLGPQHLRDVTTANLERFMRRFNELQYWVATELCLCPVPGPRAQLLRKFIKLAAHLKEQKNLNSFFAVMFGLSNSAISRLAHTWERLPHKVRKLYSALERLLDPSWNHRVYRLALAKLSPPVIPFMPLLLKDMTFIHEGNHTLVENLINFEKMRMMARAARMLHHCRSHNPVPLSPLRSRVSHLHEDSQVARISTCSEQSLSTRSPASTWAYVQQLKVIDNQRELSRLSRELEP
PLK1 PBD inh – qHTS for Inhibitors of PLK1-PDB (polo-like kinase 1 - polo-box domain): Primary Screen; 360,000 tested, 2.8% active; Plk1 PBD binding of FITC phosphopeptide, fluorescence polarization; Potency, µM, for inactives: max response, negative = inhibition, usual class: inhibitors; note: potency is the fitted concentration of half-maximal effect; series mostly up to about 57 µM; % is set by controls: 0 for no effect and ±100 for the full control effect; nearly all actives have a fitted effect of over 65% in size
PI5P4Ka inh – qHTS for Inhibitors of phosphatidylinositol 5-phosphate 4-kinase (PI5P4K); Phosphatidylinositol 5-phosphate 4-kinase type-2 alpha (Homo sapiens), P48426; PI5P4Kalpha enzyme, ADP-Glo luminescence, 60 min; active compounds read low; max response, %; 330,000 tested, 1.2% active; AID 652105, 2013; active = max response of -50% or lower; inconclusive = between -30% and -50%; inactive = -30% or higher; note: value at the top dose of about 77 µM; % is set by controls: 0 for no effect and ±100 for the full control effect
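Human PI5P4Kalpha with substrate in 0.038 M HEPES pH 7.4, 0.28 mM EGTA, 0.1% CHAPS, 5% DMSO; reaction started with 5 microM ATP (final), 60 min at room temperature. ADP formed read by ADP-Glo luminescence.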
PTHR1 agonist – qHTS for PTHR1 Agonists: Primary Screen; Parathyroid hormone/parathyroid hormone-related peptide receptor (Homo sapiens), Q03431; HEK293 GP2 PTHR1 cells, GloSensor cAMP luminescence, 1 h; Potency, µM (series often up to 115 µM), inactives show at the highest dose activation, usual class: activators; 410,000 tested, 0.075% active; AID 743266, 2014; note: potency is the fitted concentration of half-maximal effect; nearly all actives have a fitted effect of over 55% in size; some results filed as inactive show a strong effect at the top dose; inactives centre near -15; many of its hits are not listed in these tables
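HEK-293-derived GP2 cells expressing PTHR1 and a GloSensor cAMP reporter, 3,000/well, plated overnight, given luciferin plus IBMX (each 0.5 mM as added) for 1 h at 37 °C, then compound for 1 h at 37 °C. Luminescence was read after 15 min at room temperature.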
IL2 activator – qHTS of IL-2 Activators; IL-2 activation reporter assay, cell-based qHTS; stimulated with anti-CD3/CD4/CD28 beads; in transgenic mouse T cells; activation, % (series mostly up to about 46 µM); 360,000 tested, 0.065% active; in the data active = activation above about 50%; inconclusive = mostly about 30% to 49%; note: 0% is about no effect
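EGFP and DsRed fluorescence is measured by plate cytometry in unstimulated transgenic mouse T cells exposed to compound for 60 minutes, then stimulated 18 hours at 37 degrees C with anti-CD3/anti-CD4 beads plus anti-CD28.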
GLP1R ag – qHTS of GLP-1 Receptor Agonists. HEK293 GLP-1R CRE-luciferase, luminescence, 4-6 h; cells express a hypersensitive GLP-1R form. 380,000 tested, 0.007% active. AID 624172, 2012. Potency, µM (highest dose often 45.6 µM), without a hit: at the highest dose activation, usual class: activators. Glucagon-like peptide 1 receptor (Homo sapiens), P43220; note: potency is the fitted concentration of half-maximal effect; % of control where 0% means no effect
EPAC1 agonist – qHTS for Agonist of cAMP-regulated guanine nucleotide exchange factor 3 (EPAC1): primary screen | 360,000 tested, 0.073% active | AID 720707, 2013 | Potency, µM (top dose mostly 154 µM), without a hit: top-dose activation, most hits filed as activators | Rap guanine nucleotide exchange factor 3 (Homo sapiens), O95398 | EPAC1 agonist qHTS, biochemical assay; response scale: 100% = response to 6.5 mM cAMP; note: potency is the fitted concentration of half-maximal effect; nearly all actives have a fitted effect of over 60% in size
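Fluorescent GDP-exchange assay: 100 nM EPAC1 with 250 nM Rap1B preloaded with BODIPY-GDP and 50 uM GDP; compounds tested as concentration series, 5 min at room temperature, then read every 5 min for 30 min (ex 480/em 540 nm); normalized to 6.5 mM cAMP.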
GLP-1R inv ag – qHTS of GLP-1 Receptor Inverse Agonists (Inhibition Mode); Glucagon-like peptide 1 receptor (Homo sapiens), P43220; HEK293 GLP-1R CRE-luciferase, luminescence, 24 h; GLP-1R form is constitutively active; Potency, µM (titrated, usually from 38.3 µM), without a hit: top-dose activity change, negative = inhibition, usual class: inhibitors; 410,000 tested, 1.6% active; AID 624417, 2012; note: potency is the fitted concentration of half-maximal effect; % is set by controls: 0 for no effect and ±100 for the full control effect; nearly all actives have a fitted effect of over 55% in size
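Cells are plated, allowed 12 hours at 37 deg C, then treated with compounds for 24 hr before luciferase detection reagent is added and luminescence is read after 12 min at room temperature. The HEK293 line carries constitutively active GLP-1R with a cAMP-responsive reporter.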
GLP1R cytotox – qHTS of GLP-1 Receptor Inverse Agonists: Cytotox Screen. HEK293 cAMP-luciferase reporter cells, luminescence, 24 h. Potency, µM (series often up to 38.3 µM), inactives show at the top dose activity change, negative = inhibition, most hits filed as inhibitors. 410,000 tested, 0.13% active;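 note: loss of luciferase light is scored as toxicity; potency is the fitted concentration of half-maximal effect; % is set by controls: 0 for no effect and ±100 for the full control effect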
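Step one: seed cells (200 cells/uL, DMEM with 10% Nu serum, 1% pen-strep). Step two: 12-hour incubation at 37 deg C. Step three: pin 23 nL compound, incubate 24 hr. Step four: add luciferase reagent, read luminescence 12 min later.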
* marks the source's active call; other numbers are inactive results; i = inactive; u = inconclusive; x = not tested or not shown; [ ] = dose if it differs, or a comment. Unless noted, calls come from the whole dose curve; as a rule, active = well fitted curve in the direction sought with a large enough effect; inconclusive = small, poorly fitted or top-dose-only effect, or another doubt; inactive = no such curve, though single readings can be large; an effect the other way counts as inactive or inconclusive. The list is partial; count on the stated rates, not on these rows.

SMILES	EPAC1 antag	PLK1 PBD inh	PI5P4Ka inh	PTHR1 agonist	IL2 activator	GLP1R ag	EPAC1 agonist	GLP-1R inv ag	GLP1R cytotox
COc1ccc([N+](=O)[O-])cc1NC(=O)C(C)Sc1ccc(C)cc1 (stereo not drawn)	-23%	-1%	1	-12%	-0.4	0%	8%	u	-18%
C#CCOCCOCCOCCNc1nc(N2CCN(C(=O)Cn3cc(CCO)nn3)CC2)nc(N2CCN(C(=O)Cn3cc(CCCCN)nn3)CC2)n1	25%	-7%	0	i	0.6	4%	7%	1%	-5%
CC/S(C)=N/S(=O)(=O)c1ccc(C)cc1 (stereo not drawn)	14%	-2%	3	i	2.5	-10%	3%	15%	-12%
CCNC(=S)N1CCN(c2ncccn2)CC1	-21%	0%	-5	-2%	-2.8	-5%	4%	7%	-8%
CSc1nc(C)cc(NC(N)=O)n1	-5%	-1%	-2	-9%	-3.6	-3%	2%	0%	14%
CC(C)CNc1ncnc2c1ncn2[C@H]1CN(Cc2ccc(-c3ccccc3)cc2)C[C@@H](CO)O1	-12%	-1%	4	-52%[inhibitor]	-0.9	-4%	-14%	u	-19%
CC(=O)c1ccc(NC(=O)CSc2nnc(Cn3cnc4ccccc43)o2)cc1	-8%	-15%	-3	-18%	3.1	-8%	4%	-1%	14%
CC(C)Cn1c(SCC(=O)NCc2ccc(Cl)cc2)nnc1-c1cccc(S(=O)(=O)N2CCOCC2)c1	-3%	-5%	x	-35%[inhibitor]	-0.2	0%	5%	7%	-17%
c1ccc(CN2CCN(c3nc4ccccc4c4ccccc34)CC2)cc1	6%	-2%	-5	i	0.6	1%	8%	u	5%
Cc1ccccc1OCc1nc2ccccc2c(=O)n1/N=C/c1ccco1	8%	7%	1	-17%[57.5 µM]	-0.7	6%	10%	u	-2%
CC(C)(C)C(=O)Nc1ccc(S(=O)(=O)N2CCC(c3nc4ccccc4[nH]3)CC2)cc1	0%	-7%	-13	3%	-0.2	-12%	-3%	-11%	-6%
CCc1nnc(NC(=O)CCC(=O)N2CCCC(O)C2)s1 (stereo not drawn)	27%	-6%	0	i	0.4	-3%	-2%	21%	-1%
Cc1ccc(S(=O)(=O)N=N/C=C2\C=CC=CN2O)cc1	4%	-7%	-14	-6%	-2.1	-1%	8%	12%	-6%
CCCCc1nnc(NC(=O)c2ccc(-n3cncn3)c([N+](=O)[O-])c2)s1	10%	2%	12	i	-2.8	0%	5%	20%	-1%
Cc1cc(NC(=O)CSc2n[nH]c(N)n2)no1	2%	7%	-5	i	-0.7	-2%	-1%	29%[7.66 µM]	-2%[7.66 µM]
O=C(CCNS(=O)(=O)c1ccc(Br)cc1)N1CCN(c2ccccc2O)CC1	0%	0%	0	-16%	0.0	13%	12%	u	-4%
CCN(CC)CCNC(=O)C(C(=O)c1ccccc1)n1ccccc1=O (stereo not drawn)	0%	-1%	x	i	3.9	-11%	-6%	0%	1%
O=C1CCCC/C1=C\Nc1ccc(Cl)cn1	6%	-8%	x	-5%[57.5 µM]	-2.2	5%	-2%	-21%	-9%
C[C@@H]1CN([C@@H](C)CO)C(=O)CCCn2nncc2CO[C@@H]1CN(C)S(=O)(=O)c1ccc(C#N)cc1	3%	-4%	3	i	-1.1	3%	1%	-1%	4%
COc1ccc(S(=O)(=O)N2CCC(C(=O)N[C@@H](C)C(=O)NCc3ccco3)CC2)cc1	-6%	1%	-1	i	-1.7	-2%	-5%	8%	5%
COc1cc(OC)cc(C(=O)Nc2ccc(-c3nc4ccccc4o3)cc2)c1	-4%	3%	-5	i	0.0	-25%	-5%	u	-12%
Fc1ccc(NC(=S)NC2CCCCC2)c(F)c1F	-3%	-3%	-8	-77%[inhibitor]	-1.2	-2%	-12%	-2%	5%
Cc1ccc(S(=O)(=O)N2CCC(C(=O)NCCCN3CCCC3=O)CC2)cc1C	6%	4%	3	-40%[inhibitor]	-0.8	-9%	-11%	8%	1%
Cc1oc2c(CN3CCCC(C)C3)c(O)ccc2c(=O)c1-c1ccccc1 (stereo not drawn)	23%	3%	1	-19%	-1.4	-5%	-1%	20%	4%
CCN1CCN(c2ccc(N=Cc3ccc(O)cc3O)cc2)CC1	-7%	1%	-21	i	-3.4	5%	-10%	4%	-22%

Of the compounds above, these have an aryl thioether with sulfur outside any ring.
SMILES	EPAC1 antag	PLK1 PBD inh	PI5P4Ka inh	PTHR1 agonist	IL2 activator	GLP1R ag	EPAC1 agonist	GLP-1R inv ag	GLP1R cytotox
COc1ccc([N+](=O)[O-])cc1NC(=O)C(C)Sc1ccc(C)cc1 (stereo not drawn)	-23%	-1%	1	-12%	-0.4	0%	8%	u	-18%
CSc1nc(C)cc(NC(N)=O)n1	-5%	-1%	-2	-9%	-3.6	-3%	2%	0%	14%
CC(=O)c1ccc(NC(=O)CSc2nnc(Cn3cnc4ccccc43)o2)cc1	-8%	-15%	-3	-18%	3.1	-8%	4%	-1%	14%
CC(C)Cn1c(SCC(=O)NCc2ccc(Cl)cc2)nnc1-c1cccc(S(=O)(=O)N2CCOCC2)c1	-3%	-5%	x	-35%[inhibitor]	-0.2	0%	5%	7%	-17%
Cc1cc(NC(=O)CSc2n[nH]c(N)n2)no1	2%	7%	-5	i	-0.7	-2%	-1%	29%[7.66 µM]	-2%[7.66 µM]

(list continues)
SMILES	EPAC1 antag	PLK1 PBD inh	PI5P4Ka inh	PTHR1 agonist	IL2 activator	GLP1R ag	EPAC1 agonist	GLP-1R inv ag	GLP1R cytotox
CCOC(=O)C1CCN(C(=O)CCc2nnc3ccc(N4CCC(C)CC4)nn23)CC1	-17%	24µM*	-9	i	-2.7	-1%	-5%	15%	5%
Cc1ccc(C)c(N(C(=O)c2csnn2)C(C(=O)NC2CCCC2)c2ccncc2)c1 (stereo not drawn)	-14%	9%	-2	-7%	1.3	3%	-7%	-5%	14%
COc1cc(CN2CCNC(=O)C2CC(=O)N(C)Cc2cccnc2)cc(OC)c1 (stereo not drawn)	-2%	15µM*	-8	i	-0.5	-5%	-7%	13%	4%
COc1ccc(C(=O)NC(=S)N2CCCc3ccccc32)cc1OC	-2%	-29%	-20	i	-1.3	19%	10%	5%	-7%
O=c1c2c(nc3cc(-c4ccc(F)cc4)[nH]n13)CCCC2	-21%	-9%	-13	-11%	-0.3	-26%	12%	u	u
Cc1cccc(Cn2c(=O)n3nc(-c4ccccc4)nc3c3ccccc32)c1	x	x	x	-13%	x	5%	x	-17%	-7%
COc1cccc(NC(=O)C/C(C)=N/NC(=O)c2ccccc2Cl)c1	-1%	-16%	1	i	-0.2	-6%	4%	-18%	-1%
CCN1C(=O)C(=O)c2cc(C)ccc21	-27%	-10%	6	-16%	1.7	1%	14%	14%	0%
CSc1cccc(NC(=O)CSc2ccc(C)cc2)c1	7%	-11%	-1	i	-1.1	7%	-9%	-10%	-6%
CCN(CC)CCNC(=O)c1ccc(NC(=O)Cc2ccccc2F)cc1	-11%	1%	-8	-18%	0.2	3%	-8%	u	17%
COc1ccc(-c2cc(C(=O)NN)[nH]n2)cc1OC	3%	-2%	0	u	-0.5	13%	-4%	-15%	4%
CCOC(=O)C1(CCc2ccccc2)CCN(Cc2cccc3nccnc23)CC1	0%	-2%	12	-20%	0.3	3%	3%	u	-6%
CNCC(=O)Nc1c(C)n[nH]c1C	-28%	3%	11	i	2.1	0%	4%	2%	13%
COC(=O)c1ccc(Cn2nc(C)cc2C)cc1	15%	u	3	-10%[57.5 µM]	-1.1	7%	-8%	3%	-15%
COC(=O)C(=O)Nc1nnc(COc2ccccc2)s1	0%	-11%	-19	-14%	-1.6	1%	9%	8%	15%
CC(NC(=O)COC(=O)c1ccccc1Nc1ccccc1)c1ccccc1 (stereo not drawn)	23%	6%	9	-11%	-0.7	-1%	-9%	u	0%[1.53 µM]
Cn1cccc1/C=C1\SC(=S)N(NC(=O)c2ccccc2Cl)C1=O	-13%	38%[activator]	-4	-9%	-2.6	0%	-166%[inhibitor]	-16%	-29%
CCC(C(=O)NCc1ccco1)N(C(=O)CNS(=O)(=O)c1ccccc1)c1ccccc1C (stereo not drawn)	3%	-3%	0	i	-2.4	5%	4%	u	-18%
CCc1ccc(-n2c(=O)c3c4c(sc3n(Cc3ccc(C)cc3)c2=O)CCC4)cc1	x	x	x	-32%[inhibitor]	x	0%	x	-6%	-1%
O=S(=O)(c1cccc(Br)c1)N1CCN(c2ncnc3scc(-c4ccccc4)c23)CC1	-10%	-2%	2	-7%	-0.2	9%	17%	22%	2%
CC(C)Cn1c(SC(C)C(=O)NC2CC2)nnc1-c1ccccc1F (stereo not drawn)	-1%	-14%	2	10%	0.0	2%	-3%	-21%	16%
O=C(N/N=C\c1ccco1)Nc1cccc(Cl)c1	17%	4%	2	-7%	0.0	12%	-4%	7%	-16%

From PubChem BioAssay
